# From PubChem BioAssay
# ERG-DNA inh – blocks human ERG Ets domain binding to DNA. P11308. fluorescence polarization, His-ERG Ets domain / labelled DNA. Potency, µM (titrated, usually from 76.9 µM), without a hit: at the highest dose FP activity, negative = inhibition, actives largely listed as inhibitors. hit rate 0.028% among 370,000; active = well fitted inhibition curve with a large enough effect in the polarisation, with a control signal flat; inconclusive = small, poorly fitted or top-dose-only effect, or effect the other way, or a change in a side signal; inactive = no such curve, though single readings can be large or run the other way; the % refers to the polarisation;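 also: polarization taken with two DNA probes labelled with fluorescein and Texas red; potency is read from the fitted curve at half-maximal effect; % of control where 0% means no effect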
#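 His-tagged ERG Ets domain (1 uM in the protein solution; 300mM KCl, 50mM Tris-HCl, 1mM EDTA, 1mM DTT, pH 7.5) received compound, then a probe mix of 5 nM fluorescein-DNA and 100nM Texas-615-DNA. Fluorescence polarization was read for both dyes.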
# BLM helicase inh – inhibitors of human Bloom syndrome helicase BLM; hit rate 0.2% among 350,000; recombinant BLM DNA unwinding, fluorescence dequenching; P54132; Potency, µM (series often up to 56.1 µM), without a hit: top-dose activity change, negative = inhibition, hits mostly inhibitors;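 also: potency is read from the fitted curve at half-maximal effect; plate controls were vehicle for no effect and no enzyme for full effect; nearly all actives have a fitted effect of over 35% in size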
# Target sequence (P54132 whole entry, looked up): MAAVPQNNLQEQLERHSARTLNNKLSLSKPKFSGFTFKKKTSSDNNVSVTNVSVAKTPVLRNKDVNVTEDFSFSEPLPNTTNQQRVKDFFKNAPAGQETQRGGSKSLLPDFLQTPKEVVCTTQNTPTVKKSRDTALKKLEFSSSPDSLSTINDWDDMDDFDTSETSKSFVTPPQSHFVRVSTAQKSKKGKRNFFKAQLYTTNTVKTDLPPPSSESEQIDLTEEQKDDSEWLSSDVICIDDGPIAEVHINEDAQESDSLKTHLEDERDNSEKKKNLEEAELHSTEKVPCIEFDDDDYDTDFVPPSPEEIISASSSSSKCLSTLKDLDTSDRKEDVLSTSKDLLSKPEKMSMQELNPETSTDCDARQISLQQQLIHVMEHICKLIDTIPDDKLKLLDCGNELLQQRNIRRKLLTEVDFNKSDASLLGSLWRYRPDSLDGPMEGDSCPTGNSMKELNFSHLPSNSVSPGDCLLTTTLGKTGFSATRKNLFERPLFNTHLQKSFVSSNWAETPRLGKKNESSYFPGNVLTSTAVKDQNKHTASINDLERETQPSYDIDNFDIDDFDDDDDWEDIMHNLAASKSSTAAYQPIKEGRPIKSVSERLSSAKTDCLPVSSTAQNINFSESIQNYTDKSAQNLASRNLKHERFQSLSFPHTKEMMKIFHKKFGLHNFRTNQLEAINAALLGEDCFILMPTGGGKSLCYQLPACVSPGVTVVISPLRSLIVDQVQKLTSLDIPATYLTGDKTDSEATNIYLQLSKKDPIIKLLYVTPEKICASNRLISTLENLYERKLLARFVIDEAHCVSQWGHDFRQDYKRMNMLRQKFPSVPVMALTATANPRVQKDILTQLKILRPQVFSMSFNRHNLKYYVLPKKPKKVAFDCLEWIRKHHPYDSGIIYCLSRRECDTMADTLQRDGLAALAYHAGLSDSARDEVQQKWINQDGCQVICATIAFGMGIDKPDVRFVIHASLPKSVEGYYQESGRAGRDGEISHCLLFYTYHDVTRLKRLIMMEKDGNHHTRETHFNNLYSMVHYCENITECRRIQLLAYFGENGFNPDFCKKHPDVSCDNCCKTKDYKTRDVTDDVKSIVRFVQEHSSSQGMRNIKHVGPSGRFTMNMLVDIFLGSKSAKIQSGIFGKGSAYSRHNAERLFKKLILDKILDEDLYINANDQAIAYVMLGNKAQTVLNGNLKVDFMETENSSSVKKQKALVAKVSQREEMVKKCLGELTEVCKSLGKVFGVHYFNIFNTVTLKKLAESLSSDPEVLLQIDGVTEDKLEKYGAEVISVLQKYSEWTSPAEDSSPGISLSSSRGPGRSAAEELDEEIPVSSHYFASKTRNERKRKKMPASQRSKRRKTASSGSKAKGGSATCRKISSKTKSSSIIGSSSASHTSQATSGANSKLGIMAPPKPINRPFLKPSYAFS
# ALOX12 inh – ALOX12 (human) lipoxygenase inhibition | purified 12hLO, xylenol orange hydroperoxide absorbance | Potency, µM (doses to about 108 µM), for the others: top-dose activity change, negative = inhibition, usual class: inhibitors | hit rate 1.1% among 580,000 | AID 1671190; also: potency is read from the fitted curve at half-maximal effect; % is scaled to controls: 0 for no effect and ±100 for the full control effect
#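 Hydroperoxide product was detected by ferrous iron/xylenol orange as the 573 to 405 nm absorbance ratio. Arachidonic acid at 40 uM (final) was turned over for 30 min at room temperature by 150 nM human 12hLO, pH 7.0 Hepes buffer, after 15 min compound preincubation.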
# Pol beta inh – blocks human DNA polymerase beta activity | Pol beta primer extension/strand displacement, fluorescence kinetic | Potency, µM (titrated, usually from 114 µM), without a hit: at the top dose activity change, negative = inhibition, usual class: inhibitors | hit rate 1.3% among 340,000; also: potency is read from the fitted curve at half-maximal effect; % is scaled to controls: 0 for no effect and ±100 for the full control effect
#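 Values derive from four-parameter Hill fits of normalized kinetic data: reads at 0 and 10 min following addition of 50 nM substrate to 10 nM Pol beta preincubated 15 min with compound.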
# POLK inh – inhibitors of human DNA polymerase kappa | Q9UBT6 | purified Pol kappa, fluorescent DNA synthesis assay, 10 min | Potency, µM (titrated, usually from 107 µM), without a hit: at the highest dose activity, negative = inhibition, actives largely listed as inhibitors | hit rate 0.53% among 400,000; also: potency is read from the fitted curve at half-maximal effect; % is scaled to controls: 0 for no effect and ±100 for the full control effect
#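 Inhibition of 10 nM Pol kappa is measured by a fluorescent read-out at 0 and 10 min following addition of 50 nM substrate (final), with a 15-min room-temperature compound preincubation.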
# APE1 inh – APE1 (human) endonuclease inhibition; AID 2517; P27695; hit rate 0.35% among 350,000; Potency, µM (doses to about 65.8 µM), for the others: at the highest dose activity change, negative = inhibition, actives largely listed as inhibitors; recombinant APE1, TAMRA/BHQ-2 abasic DNA cleavage fluorescence;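 also: potency is read from the fitted curve at half-maximal effect; plate controls were vehicle for no effect and reference inhibitor for full effect; nearly all actives have a fitted effect of over 55% in size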
#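 APE1 at 0.75 nM preincubated 15 min at room temperature with compound. Reaction then started with 50 nM double-stranded THF-abasic substrate labelled with TAMRA/BHQ-2, and 525/598 nm fluorescence read kinetically. Activity taken as third-minus-first read difference, normalized to DMSO and NSC13755 controls.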
# POLI inh – blocks human DNA polymerase iota activity; Potency, µM (top dose mostly 115 µM), for inactives: at the top dose activity, negative = inhibition, usual class: inhibitors; hit rate 1% among 390,000; Q9UNA4; Pol iota fluorescent replication assay, 10 min; also: potency is read from the fitted curve at half-maximal effect
#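 Fluorescent replication assay read twice, at 0 min and 10 min after adding 50 nM (final) substrate. Enzyme (10 nM) and compounds were first incubated 15 min at room temperature; enzyme-free buffer wells were negative controls.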
# Anesthetic bind – binds horse apoferritin like a general anesthetic; P02791; Potency, µM (top dose mostly 77.5 µM), inactives show at the top dose activity change, negative = displacement, actives largely listed as inhibitors; apoferritin/1-aminoanthracene competitive binding, fluorescence; hit rate 0.074% among 350,000; also: potency is read from the fitted curve at half-maximal effect; % is scaled to controls: 0 for no effect and ±100 for the full control effect; nearly all actives have a fitted effect of over 20% in size
#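 Steps: apoferritin (10 uM) was premixed with half-saturated 1-AMA in PBS, compounds were pin-transferred, plates stood 10 min at room temperature, fluorescence was read at 380/535 nm, and curves were fitted with a Hill equation.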
# TRHR ag – TRH receptor (human) agonism; hit rate 0.18% among 360,000; TRHR cells, calcium flux fluo-8, FDSS agonist mode; activation, % at 2 µM; AID 493084; P34981; in the data active = activation above about 30%; also: 0% is about no effect
#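 Steps: seed TRHR cells overnight; add fluo-8 no-wash Ca dye, RT 30 min–1.5 h; record 10 s baseline; pin-transfer compounds; monitor fluorescence 1 cycle/s for the agonist window. Calcium increases flag candidate agonists.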
# * hit, by the source's call; ? = inconclusive; nt = no result given; & = joins results of further samples; [ ] = another dose, or the depositor's remark. Unless noted, calls follow the shape of the dose curve; as a rule, active = well fitted curve in the direction sought with a large enough effect; inconclusive = small, poorly fitted or top-dose-only effect, or another doubt; inactive = no such curve, though single readings can be large; an effect the other way counts as inactive or inconclusive.
SMILES	ERG-DNA inh	BLM helicase inh	ALOX12 inh	Pol beta inh	POLK inh	APE1 inh	POLI inh	Anesthetic bind	TRHR ag
Cc1ccc2nc(NC(=O)c3nc(SCc4ccccc4C)ncc3Cl)sc2c1	7%	-3%	-5%	23%	-1%	nt	?	7%	0.9
COc1ccc(C)cc1S(=O)(=O)N(C)CC(=O)N1CCCC1	-5%	-4%	0%	5%	0%	15%	28%	-1%	0.5
CCOc1ccc(N(C(=O)c2snc(C(N)=O)c2N)C(C(=O)NCC2CCCO2)c2ccco2)cc1 (stereo not drawn)	-6%	-2%	-4%	38%	-15%	31%	-4%	1%	-0.2
CCNS(=O)(=O)c1cc(-c2nnc(OC)c3ccccc23)ccc1C	-4%	0%	2%	5%	-4%	-8%	51%[activator]	-14%	-0.6
CCN(CCCNC(=O)C1CCN(S(=O)(=O)c2cnc[nH]2)CC1)c1ccccc1	-2%	1%	?	1%	-6%	?	-13%	-1%	-0.4
Cc1ccc(SC(CC(=O)c2ccc(C)cc2)C(=O)O)cc1 (stereo not drawn)	-16%	0%	3%	7%	-7%	0%	?	-11%	0.8
CCOC(=O)C1CCCCN1C(=O)c1oc2c(Cl)cc(C)cc2c1C (stereo not drawn)	-4%	-14%	240%&10%[activator]	-2%	-7%	41%[activator]	4%	?	0.6
COC(=O)c1cc(S(=O)(=O)N2CCC(C)CC2)ccc1F	7%	-8%	-19%	-11%	-6%	8%	7%[58.9 µM]	-8%	0.0
CCCC(C)NC(=O)Cn1c(=O)c2c(ncn2CCC(C)C)n(Cc2ccccc2)c1=O (stereo not drawn)	10%	-4%	1%	0%	-6%	22%	25%	-2%	-1.7
CCOC(=O)c1ccc(NC2c3ncccc3C(=O)N2Cc2ccc(F)cc2)cc1 (stereo not drawn)	-3%	-13%	?	3%	-6%	-3%	?	-21%	-0.8
Cc1csc(C(=O)O)c1NC(=O)c1ccc(F)cc1	-3%	-8%	4%	27%	-4%	26%	-12%	6%	0.3
CCOC(=O)CCC(=O)Nc1ccc(S(=O)(=O)N2CCc3ccccc32)cc1	2%	-6%	1%	-21%	6%	6%	-8%	-6%	0.1
COc1ccc(CCN(C)S(=O)(=O)c2cn(C)c(=O)n(C)c2=O)cc1OC	4%	nt	-1%	nt	6%	8%	20%	nt	0.3
c1ccc2[nH]c(SN3CCOCC3)nc2c1	nt	0%	nt	-16%	nt	14%	nt	45%[activator]	0.0
O=C(O)COc1ccc2c(c1)OCCO2	-12%	2%	92%	2%	-4%	2%	2%	-12%	-0.1

# Continued; the last 2 above are carried over.
SMILES	ERG-DNA inh	BLM helicase inh	ALOX12 inh	Pol beta inh	POLK inh	APE1 inh	POLI inh	Anesthetic bind	TRHR ag
c1ccc2[nH]c(SN3CCOCC3)nc2c1	nt	0%	nt	-16%	nt	14%	nt	45%[activator]	0.0
O=C(O)COc1ccc2c(c1)OCCO2	-12%	2%	92%	2%	-4%	2%	2%	-12%	-0.1
O=C(C(c1ccccc1)c1ccccc1)N1CC[C@@]2(O)CCCC[C@H]2C1	-8%	1%	10%	9%	-12%	4%	11%[58.9 µM]	-5%	-1.3
CS(=O)(=O)N1CCc2cc(S(=O)(=O)Nc3ccc4c(c3)OCCO4)ccc21	4%	-5%	4%[57.4 µM]	11%	1%	1%	36%[activator]	-2%	-0.3
O=C(CSc1ccc2nnc(CCNC(=O)c3ccc(F)cc3)n2n1)NCC1CCCO1 (stereo not drawn)	5%	0%	-1%	7%	-6%	27%	16%	-3%	0.5
COc1ccc(-n2c(CNC(=O)COc3ccc(Cl)cc3)n[nH]c2=S)cc1	8%	-1%	?	20%	-5%	?	121%[activator]	-8%	0.2
COCCn1nnnc1C(c1ccc(Cl)cc1)N1CCN(C(=O)c2ccco2)CC1 (stereo not drawn)	36%[activator]	-1%	?	9%	9%	35%	105%[activator]	-1%	1.1
CCc1ccccc1NC(=O)CN1C(=O)c2cccnc2Sc2ccccc21	-8%	-8%	0%	-3%	0%	nt	8%	-19%	-0.5
CCOc1ccc(OCC)c(NC(=O)C2C3C=CC(O3)C2C(=O)NCc2ccco2)c1 (stereo not drawn)	0%	-1%	-2%	19%	-1%	-2%	-1%	?	-0.3
Cc1ccc(F)c(NC(=O)c2cncn2-c2ccccc2)c1	9%	-1%	-2%&15%	37%	7%	9%	75%[activator]	-10%	0.5
CCCN(CCC)c1nc(N(CCC)CCC)[nH]c(=O)n1	-10%	1%	-9%	6%	8%	26%	9%	-4%	-1.2
CCN(CC)S(=O)(=O)c1cccc(-c2n[nH]c(=S)n2C)c1	-4%	-2%	-34%	0%	-7%	4%	-16%	-3%	-0.2
COC(=O)CCCC1=CC2=C(c3ccccc3)C(=O)C(C)(OC(=O)C3CCCC3)C(=O)C2=CN1CCCCO (stereo not drawn)	4%	-15%[12.4 µM]	?	-1%	-11%	1%[12.4 µM]	47%[activator]	-12%	-0.1
Nc1ccn(CC(=O)NCc2ccccn2)c(=O)n1	9%	nt	2%	nt	-6%	1%	9%	nt	0.1
COc1ccc(CNC(=O)C2CCC(=O)N(CC3CCCCC3)C2)cc1 (stereo not drawn)	-5%	-8%	459%[activator]	3%	-14%	-14%	9%	-9%	0.7
CCN(c1ccccc1)S(=O)(=O)c1cccc(C(=O)NCC(c2cccs2)N(C)C)c1 (stereo not drawn)	-14%	-2%	0%	-2%	-5%	0%	94%[activator]	-18%	-0.2
CCC(C)NC(=O)C(NS(=O)(=O)c1ccc2c(c1)c(=O)n(C)c(=O)n2C)c1ccccc1 (stereo not drawn)	-7%	-3%	-1%	33%	-13%	19%	?	-13%	0.4

# A draw from above in order of SMILES length, ascending:
SMILES	ERG-DNA inh	BLM helicase inh	ALOX12 inh	Pol beta inh	POLK inh	APE1 inh	POLI inh	Anesthetic bind	TRHR ag
CCCN(CCC)c1nc(N(CCC)CCC)[nH]c(=O)n1	-10%	1%	-9%	6%	8%	26%	9%	-4%	-1.2
CCc1ccccc1NC(=O)CN1C(=O)c2cccnc2Sc2ccccc21	-8%	-8%	0%	-3%	0%	nt	8%	-19%	-0.5
COC(=O)CCCC1=CC2=C(c3ccccc3)C(=O)C(C)(OC(=O)C3CCCC3)C(=O)C2=CN1CCCCO (stereo not drawn)	4%	-15%[12.4 µM]	?	-1%	-11%	1%[12.4 µM]	47%[activator]	-12%	-0.1

# Continuation:
SMILES	ERG-DNA inh	BLM helicase inh	ALOX12 inh	Pol beta inh	POLK inh	APE1 inh	POLI inh	Anesthetic bind	TRHR ag
COc1ccc(C(=O)NCC(c2ccc3c(c2)OCO3)N2CCN(C)CC2)cc1OC (stereo not drawn)	1%	-3%	-16%	0%	-2%[60.1 µM]	nt	21%	-6%	0.1
Cc1c(NC(=O)CN2C(=O)NC3(CCCC3)C2=O)c(=O)n(-c2ccccc2)n1C	-2%	3%	4%	43%	-9%	13%	155%[activator]	-5%	-0.3
Cc1cc(C)c(S(=O)(=O)N2CCN(C(=O)C3CC3)CC2)c(C)c1	-6%	nt	10%	nt	-4%	2%	44%[activator]	nt	0.3
CC(C(=O)N1CCN(C)CC1)N1C(=O)c2ccccc2C1=O (stereo not drawn)	-5%	-3%	24%	-6%	0%	-2%	-5%[58.9 µM]	-6%	0.8
O=C(NC1(C(F)(F)F)C(=O)Nc2c1c(=O)[nH]c(=O)n2-c1ccc(F)cc1)c1ccccc1 (stereo not drawn)	1%	2%	-12%	0%	3%	nt	10%	0%	-0.7
CC1=CC(c2ccccc2)n2nc(NS(=O)(=O)c3ccc(C)cc3)nc2N1 (stereo not drawn)	-2%	5%	5%	10%	-8%	-4%	-13%	153%[activator]	-0.5
CC(=O)Nc1ccccc1S(=O)(=O)CC1CC1(Cl)Cl (stereo not drawn)	8%	-7%	25%	0%	-2%	33%	39%[activator]	59%[activator]	-0.2
Cc1[nH]c2ccccc2c1N=Nc1cccc(C(=O)O)c1	7%	3%	?	5%	-3%	1%	5%	-7%	0.2
Cc1c(Cl)cccc1N1CC(C(=O)Nc2nccs2)CC1=O (stereo not drawn)	-3%	1%	-27%	3%	-6%	10%	-2%	-5%	1.0
CC(c1ccccc1)n1cc(C(=O)NCCN2CCOCC2)nn1 (stereo not drawn)	-1%	-1%	0%	-1%	-8%	3%	-1%	-7%	0.4

# Part of the list above, showing only ALOX12 inh and Pol beta inh.
structure | ALOX12 inh | Pol beta inh
CC(c1ccccc1)n1cc(C(=O)NCCN2CCOCC2)nn1 (stereo not drawn) | 0% | -1%
COc1ccc(C)cc1S(=O)(=O)N(C)CC(=O)N1CCCC1 | 0% | 5%
O=C(O)COc1ccc2c(c1)OCCO2 | 92% | 2%
Cc1cc(C)c(S(=O)(=O)N2CCN(C(=O)C3CC3)CC2)c(C)c1 | 10% | nt

# The list is partial; count on the stated rates, not on these rows.
